PfHsp90 set2: reduces growth (ATP signal) of yeast expressing P. falciparum Hsp90 | S. cerevisiae expressing PfHsp90, BacTiter-Glo ATP, 48 h; yeast lacking PDR1 and PDR3 efflux regulators | inhibition, % at 9.4 µM | hit rate 0.32% among 310,000 | AID 504621;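 active = every replicate shows inhibition above about 80%, whatever the replicate mean, limit read from the data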;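 note: 0% = DMSO neutral controls and 100% = 20 µM radicicol positive controls; yeast relying on Plasmodium falciparum Hsp90 in place of its own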
Rtt109 HAT inh: C. albicans Rtt109 histone acetyltransferase inhibition; Q5AAJ8; purified Rtt109/Vps75, ThioGlo CoA-SH fluorescence, 4 h; inhibition, % at 34.9 µM; hit rate 0.16% among 330,000; AID 540336;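 active = inhibition of at least 50% in every replicate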
PvdQ acylase: P. aeruginosa PvdQ acylase inhibition | hit rate 0.063% among 340,000 | inhibition, % at 10 µM | purified PvdQ acylase, fluorescence plate reader | AID 488965; in the data active = inhibition above about 30%, passing the limit was not always enough;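 note: 0% = vehicle neutral wells and 100% = reference inhibitor wells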
SR-BI DiI-HDL act: activators of SR-BI mediated HDL lipid uptake | CHO ldlA[mSR-BI] cells, DiI-HDL uptake fluorescence, 3 h; 100 = double the neutral-control signal | activation, % at 12.5 µM | hit rate 0.096% among 320,000;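 active = mean replicate activation of at least 60% and every replicate at or above 60%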;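 note: 0% = median plate neutral-control signal and 100% = twice that signal; values of inactives mirror those of a sister screen read the other way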
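Material – SR-BI-overexpressing, LDLR-lacking CHO cells · Medium – BSA-supplemented, HEPES-buffered Ham's F12, pH 7.4 · Doses – single concentration · Times – compound with DiI-HDL co-incubation, 3 h at 37 °C · Measured by – bottom-read fluorescence, 550/595 nm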
NSD2 inh: NSD2 (human) methyltransferase inhibition; NSD2 peptide methylation, AlphaScreen, 120 min; hit rate 0.54% among 310,000; inhibition, % at 12.5 µM; O96028; in the data active = inhibition above about 50%
CAL PDZ FP-1: CAL PDZ (human) peptide binding inhibition | Q9HD26 | purified CAL PDZ, TMR-peptide fluorescence polarization, 1 h | inhibition, % at 24.9 µM | hit rate 0.92% among 300,000 | AID 602252;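 active = mean inhibition of at least 30% with at least half of replicates also reaching 30%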;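 note: 0% = DMSO neutral control and 100% = excess unlabeled competitor peptide PRC23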
CAL PDZ FP-2: human CAL PDZ-peptide interaction inhibition | purified CAL PDZ, TMR-peptide fluorescence polarization, 1 h | hit rate 0.02% among 330,000 | AID 504414 | inhibition, % at 20 µM;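 active = highest replicate inhibition of at least 40%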;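 note: plate controls were DMSO neutral control wells for no effect and unlabeled competitor peptide control wells for full effect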
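System: purified tagged CAL PDZ domain construct (CerCALP). Schedule: 1 h incubation at room temperature before polarization reading. Medium: 25 mM sodium phosphate pH 7.4, 150 mM NaCl, TCEP, IgG, Thesit. Read-out: percent inhibition from loss of millipolarization. Measured by: FP readout, S and P plane fluorescence. Probe or stimulus: fluorescent TMR peptide probe.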
dFosB act: enhances mouse delta FosB homodimer DNA binding. hit rate 0.99% among 340,000. activation, % at 25 µM. purified delta FosB, TAMRA-CDK5 oligo fluorescence polarization; percent of positive-control signal above neutral wells. P13346;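 active = mean activation above about 17%, with every replicate also reaching it, limit read from the data, passing the limit was not always enough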;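 note: fluorescence polarization rise as delta FosB binds a TAMRA Cdk5 AP-1 oligo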
Target sequence (P13346 whole entry, looked up): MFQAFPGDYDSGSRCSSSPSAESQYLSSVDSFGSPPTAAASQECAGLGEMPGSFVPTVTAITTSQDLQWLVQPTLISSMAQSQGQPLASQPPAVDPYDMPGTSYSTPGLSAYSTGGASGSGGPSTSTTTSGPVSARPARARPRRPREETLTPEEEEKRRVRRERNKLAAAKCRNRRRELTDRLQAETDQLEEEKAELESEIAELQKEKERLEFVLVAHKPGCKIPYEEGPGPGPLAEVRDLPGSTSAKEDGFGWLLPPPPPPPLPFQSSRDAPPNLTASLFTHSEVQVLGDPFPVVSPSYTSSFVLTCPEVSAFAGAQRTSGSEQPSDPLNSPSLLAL
MITF act: activators of MITF-driven TRPM1 promoter activity in SK-MEL-5 cells. activation, % at 12.5 µM. SK-MEL-5 TRPM1-promoter luciferase, 24 h; % of positive control, neutral wells = 0. AID 588334. hit rate 0.75% among 300,000;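 active = mean activation of at least 80% with every replicate also reaching 80%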;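 note: 0% = neutral control wells and 100% = parthenolide positive control wells; values of inactives mirror those of a sister screen read the other way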
SR-BI DiI inh: blocks mouse SR-BI lipid uptake from DiI-HDL. hit rate 0.96% among 320,000. Q61009. inhibition, % at 12.5 µM. AID 488896. ldlA[mSR-BI] CHO cells, DiI-HDL uptake fluorescence, 3 h;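 active = mean replicate inhibition of at least 70% and a set share of replicates each scoring 70 or more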;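 note: 0% = median of neutral control wells and 100% = median of positive control wells; values of inactives mirror those of a sister screen read the other way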
Target sequence (Q61009 whole entry, looked up): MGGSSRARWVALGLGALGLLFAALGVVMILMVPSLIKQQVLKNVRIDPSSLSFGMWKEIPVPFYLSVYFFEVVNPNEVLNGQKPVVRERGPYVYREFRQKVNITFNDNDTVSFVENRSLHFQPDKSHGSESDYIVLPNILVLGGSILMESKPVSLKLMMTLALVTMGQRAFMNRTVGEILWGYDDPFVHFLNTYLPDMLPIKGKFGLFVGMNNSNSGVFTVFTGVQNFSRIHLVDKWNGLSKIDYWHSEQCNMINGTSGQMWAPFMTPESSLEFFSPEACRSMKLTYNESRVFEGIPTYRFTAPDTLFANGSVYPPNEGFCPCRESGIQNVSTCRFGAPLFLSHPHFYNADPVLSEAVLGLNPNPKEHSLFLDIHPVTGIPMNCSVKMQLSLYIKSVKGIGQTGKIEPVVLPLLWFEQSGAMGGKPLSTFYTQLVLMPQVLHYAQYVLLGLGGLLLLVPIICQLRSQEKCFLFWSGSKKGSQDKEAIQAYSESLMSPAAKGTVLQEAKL
Active calls of the source: *; . = not tested or not shown.

SMILES	PfHsp90 set2	Rtt109 HAT inh	PvdQ acylase	SR-BI DiI-HDL act	NSD2 inh	CAL PDZ FP-1	CAL PDZ FP-2	dFosB act	MITF act	SR-BI DiI inh
Cc1nc(SCC(=O)N(C)C2CCS(=O)(=O)C2)c(C#N)c(C)c1C (stereo unspecified)	-1	19	0	-38	1	2	0.1	1	0	38
CCC(C)C(=O)Nc1nnc(SCC(=O)Nc2ccccc2F)s1 (stereo unspecified)	15	6	-6	1	-2	1	0.7	-4	-2	-1
S=C(NCc1ccc(Cl)cc1Cl)Nc1ccccc1	-17	0	-19	-21	-4	-6	-2.6	-13	-10	21
Cn1nnnc1SCc1cc(=O)[nH]c2ccccc12	-5	-10	-13	-5	-1	2	-1.9	-5	7	5
c1nc(NCc2ccc3c(c2)OCO3)c2cc(-c3ccc4c(c3)OCCO4)ccc2n1	-6	1	-4	-7	.	-5	-2.3	39*	1	7
CSc1nsc(/C=C/Nc2ccc(C(=O)O)cc2)c1C#N	15	1	1	1	19	-1	-1.2	-9	1	-1
CCN(CC)S(=O)(=O)c1cccc(C(=O)Nc2cc(C)cc(C)c2)c1	-6	5	6	-77	-2	1	-1.7	-10	24	77*
Cc1ccc(NC(=S)NCCc2ccc(Cl)cc2)c(C)c1	14	-1	-17	-64	-2	-2	-0.4	-7	.	64
CC(C)CCN1C(=O)c2ccccc2C1C(=O)NCc1cccnc1 (stereo unspecified)	31	-14	-10	15	2	-5	-0.3	-11	-15	-15
CCOC(=O)[C@H]1[C@H]2COc3cc(OC)ccc3[C@@H]2N2C(=O)c3ccc(C)cc3NC(=O)[C@@]12C	6	-2	-14	-18	.	-2	-1.0	-8	5	18
COc1cc(C(=O)OC(C)CN2CCCCC2)cc(OC)c1OC (stereo unspecified)	8	-1	4	15	-3	-1	0.3	-2	.	-15
Cc1ccc(C)c(S(=O)(=O)Nc2ccc(-n3cnnn3)cc2)c1	.	0	-1	-31	6	.	0.3	-4	12	31
CSc1nc2nccc(-c3ccc4c(c3)OCO4)n2n1	-3	-7	-23	-2	2	0	0.0	-13	-4	2
Cc1ccc(NC(=O)Cn2cc3c(n2)CCC(C)C3)cc1 (stereo unspecified)	-24	-19	-18	12	.	.	-0.2	-2	-4	-12
Cc1ccc(C2=NC(C)(C)NC2=O)cc1	-30	4	-1	4	2	-3	-1.0	-5	3	-4
Cc1ccccc1-c1nc(-c2ccc(NC(=O)c3ccc4c(c3)OCO4)cc2)no1	4	4	-28	-60	2	-6	0.3	-6	.	60
Cc1c(OCC(=O)NCc2ccccn2)ccc2c(-c3ccccc3)cc(=O)oc12	-2	10	-11	-30	.	-5	-2.9	-4	7	30
CCOCCCNC(=O)/C(C#N)=C/c1cc(C)c(O)c(C)c1	13	1	-11	-5	0	-3	-0.7	0	-4	5
O=C(Nc1ccc(SC(F)F)cc1)C1=COCCO1	25	12	-10	3	-1	-4	-1.7	-14	62	-3
COc1cccc(C(=O)Nc2ccncc2)c1OC	7	5	14	-7	-6	-4	-0.6	-6	.	7
CC1CCc2[nH]c3ccc(C(=O)N4CCCC(C(F)(F)F)C4)cc3c2C1 (stereo unspecified)	.	3	8	-14	0	-3	-2.1	10	13	14
Cc1cccc(C)c1NC(=O)C(c1ccccc1)N1CCOCC1 (stereo unspecified)	.	2	-12	18	-3	0	-1.7	3	.	-18
CC(=O)Nc1c(O)c2ccccc2[nH]c1=O	-48	0	-13	20	-4	-1	1.1	-7	4	-20
CC(=O)c1cn(CC(=O)NCC2CCCO2)c2ccccc12 (stereo unspecified)	34	-1	-5	15	-1	0	-2.4	2	-8	-15
O=C(Nc1cc2c3c(c1)CC(=O)N3CCC2)c1ccccc1C(F)(F)F	13	0	-18	-27	0	3	-1.2	-6	17	27
Cc1ccc(NC(=S)N/N=C/c2ccc(Cl)c([N+](=O)[O-])c2)cc1	3	-3	4	-5	-5	-8	.	7	6	5
COC(=O)c1cc(Cl)c(NC(=O)Cc2ccccc2)cc1OC	35	-12	-9	-3	.	-3	-1.1	-3	-8	3
CCOc1cc(-c2cc(-c3ccc(OC)cc3)nc(N)c2C#N)ccc1O	.	1	-1	-49	3	0	-4.6	0	6	49
Cc1nccn1CCC1CCCCN1C(=O)CCc1nnc(-c2ccsc2)o1 (stereo unspecified)	-18	-5	-13	-3	-1	7	.	-2	11	3
O=C(NCC(=O)N(c1ccc(F)cc1)C(C(=O)NC1CCCC1)c1cccnc1)c1cccs1 (stereo unspecified)	-6	0	5	6	-3	-4	-1.8	0	3	-6
CN1CCC2CC1c1cc(-c3ccc(C(F)(F)F)cc3)ccc12 (stereo unspecified)	-8	-9	-10	12	.	-6	0.7	2	7	-12
NC(=O)CCCc1nc(-c2ccccc2)no1	2	7	-9	28	1	.	-0.2	7	5	-28
CCc1nnc(NC(=O)c2cc(S(=O)(=O)N3CCOCC3)ccc2N2CCCCC2)s1	.	-3	-11	-1	2	-2	0.5	-9	-4	1
O=C(c1ccccc1)N1CCN(C2CC3CCC2C3)CC1 (stereo unspecified)	-10	-9	-10	7	-2	-3	0.3	-8	-2	-7
O=C(OCCCc1cc2ccccc2c(=O)o1)c1ccccc1C(F)(F)F	-6	-3	-10	30	.	0	-0.9	-3	-3	-30
O=C(CCC1CCCC1)Nc1cccn(Cc2ccccc2Br)c1=O	1	3	-12	-17	1	-2	-1.9	-3	2	17
O=C(/C=N/NC(=O)c1ccc(Cl)cc1Cl)c1ccccc1	14	-4	-10	5	-2	0	-0.7	-7	43	-5
COc1cccc(-c2nc(CS(=O)(=O)CC(=O)Nc3cccc(C(C)=O)c3)c(C)o2)c1	13	-7	-11	-57	2	-2	-2.4	-19	-8	57
O=S(=O)(Nc1nc2ccccc2nc1NCC1CCCO1)c1ccccc1 (stereo unspecified)	-6	13	8	.	1	-1	-2.5	-4	12	.
CCN(CC)c1ccc(/C=C/c2cc(-c3ccccc3)c3ccccc3n2)cc1	9	-4	3	-52	-11	-4	0.0	1	-18	52

A second format for some results above:
| smiles | PfHsp90 set2 | Rtt109 HAT inh | PvdQ acylase | SR-BI DiI-HDL act | NSD2 inh | CAL PDZ FP-1 | CAL PDZ FP-2 | dFosB act | MITF act | SR-BI DiI inh |
| --- | --- | --- | --- | --- | --- | --- | --- | --- | --- | --- |
| CC(=O)c1cn(CC(=O)NCC2CCCO2)c2ccccc12 (stereo unspecified) | 34 | -1 | -5 | 15 | -1 | 0 | -2.4 | 2 | -8 | -15 |
| CCN(CC)c1ccc(/C=C/c2cc(-c3ccccc3)c3ccccc3n2)cc1 | 9 | -4 | 3 | -52 | -11 | -4 | 0.0 | 1 | -18 | 52 |
| O=C(Nc1cc2c3c(c1)CC(=O)N3CCC2)c1ccccc1C(F)(F)F | 13 | 0 | -18 | -27 | 0 | 3 | -1.2 | -6 | 17 | 27 |
| COC(=O)c1cc(Cl)c(NC(=O)Cc2ccccc2)cc1OC | 35 | -12 | -9 | -3 | . | -3 | -1.1 | -3 | -8 | 3 |

New compounds follow.
SMILES	PfHsp90 set2	Rtt109 HAT inh	PvdQ acylase	SR-BI DiI-HDL act	NSD2 inh	CAL PDZ FP-1	CAL PDZ FP-2	dFosB act	MITF act	SR-BI DiI inh
COc1ccc(NC(=O)CC2C(=O)N(C)C(=S)N2Cc2ccco2)cc1 (stereo unspecified)	23	-2	-15	5	9	-5	0.6	-7	-2	-5
COc1ccc(S(=O)(=O)Nc2ccccc2C(N)=O)cc1OC	-12	-6	-13	3	-4	1	-0.4	-3	9	-3
COc1ccc(OC)c(N(CC(=O)N2CCN(Cc3ccccc3)CC2)S(C)(=O)=O)c1	7	8	-1	22	-1	.	-0.7	3	-1	-22
Cc1ccc(N(CCO)C(=S)Nc2ccccc2)cc1	-1	6	-15	-10	-2	.	-1.5	-2	18	10
O=C1CSCC(=O)N1c1ncc(C(F)(F)F)cc1Cl	11	-1	-6	9	-1	-7	0.0	-5	.	-9
COc1cc(C2Nc3cc(C)c(C)cc3NC3=C2C(=O)CC(C)(C)C3)ccc1OC(C)=O (stereo unspecified)	-16	-9	-13	-26	2	.	-2.7	-18	1	26
COCCCNC(=O)Cn1nc(-c2cccc(OC)c2)ccc1=O	12	0	4	11	14	-2	14	0	-10	-11
CCc1nccn1S(=O)(=O)c1cc(OC)c(Cl)cc1OC	2	1	7	-8	-1	-5	-0.2	2	-12	8
Cn1c(=O)oc2cc(S(=O)(=O)Nc3cccc(F)c3)ccc21	10	-6	14	4	.	4	-0.8	0	4	-4
CCC(=O)NC1(C(F)(F)F)C(=O)Nc2c1c(=O)[nH]c(=O)n2CC(C)C (stereo unspecified)	8	-3	8	-1	-6	6	-1.1	-2	2	1
O=C(Nc1cccc(S(=O)(=O)Nc2ccc(Cl)cc2)c1)c1ccccn1	1	5	10	-11	-1	-3	-1.2	-8	-7	11

Profiles, looked up by structure. Screens in order: PfHsp90 set2, Rtt109 HAT inh, PvdQ acylase, SR-BI DiI-HDL act, NSD2 inh, CAL PDZ FP-1, CAL PDZ FP-2, dFosB act, MITF act, SR-BI DiI inh
O=C(Nc1cccc(S(=O)(=O)Nc2ccc(Cl)cc2)c1)c1ccccn1 in the list: 1, 5, 10, -11, -1, -3, -1.2, -8, -7, 11
CCc1nccn1S(=O)(=O)c1cc(OC)c(Cl)cc1OC in the list: 2, 1, 7, -8, -1, -5, -0.2, 2, -12, 8
COc1ccc(S(=O)(=O)Nc2ccccc2C(N)=O)cc1OC in the list: -12, -6, -13, 3, -4, 1, -0.4, -3, 9, -3
Cc1ccc(N(CCO)C(=S)Nc2ccccc2)cc1 in the list: -1, 6, -15, -10, -2, ., -1.5, -2, 18, 10
